Screens deposited in PubChem by The Scripps Research Institute Molecular Screening Center.
PAD4 FP inh: human PAD4 inhibitors, primary screen, biochemical, fluorescence polarization, 1536-well format | actives 0.41% (n = 330,000) | inhibition, % at 6.36 µM | Protein-arginine deiminase type-4 (Homo sapiens), Q9UM07 | AID 485272, 2010 | recombinant PAD4, RCA probe fluorescence polarization;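 active = percent inhibition above a cutoff equal to the mean of all tested compounds plus 3 SD, cut at about 15% in these data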;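 note: 0% = PAD4 with RCA probe and DMSO and 100% = probe without PAD4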
PME-1 inh: PME-1 inhibitors via competitive probe labeling, primary screen, biochemical, fluorescence polarization, FP-Rh probe, HTS | inhibition, % at 5.9 µM | actives 0.53% (n = 320,000) | Protein phosphatase methylesterase 1 (Homo sapiens), Q9Y570 | recombinant PME-1;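 active = inhibition above the campaign mean of all compounds plus 3 SD, cut at about 26% in these data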;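 note: competitive labeling of PME-1 active site by serine hydrolase directed probe; 0% = PME-1 with DMSO and 100% = wells lacking PME-1 enzyme; inhibitors block probe labeling so polarization falls and inhibition rises; many of its hits are not listed in these tables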
PREPL inh: PREPL enzyme inhibitors, primary screen, biochemical, fluorescence polarization; recombinant PREPL, fluorescence polarization activity-based probe; inhibition, % at 5.96 µM; actives 0.68% (n = 320,000); AID 2751, 2010; in the data active = inhibition above about 43%;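 note: 0% = enzyme with DMSO and 100% = wells lacking enzyme; many of its hits are not listed in these tables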
PAFAH1B3 FP inh: PAFAH1B3 enzyme inhibitors, primary screen, biochemical, fluorescence polarization, human. recombinant PAFAH1B3, FP-rhodamine probe. inhibition, % at 3.39 µM. actives 0.28% (n = 340,000). AID 492972, 2010;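 active = inhibition above the screen-wide average of all tested compounds plus 3 SD, cut at about 25% in these data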;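 note: 0% = enzyme with DMSO only and 100% = wells lacking PAFAH1B3 protein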
LYPLA2 counter: LYPLA2 inhibitors, primary screen, counter-screen for PME1 inhibitor project, biochemical, fluorescence polarization, FP-Rh probe ABPP; Acyl-protein thioesterase 2 (Homo sapiens), O95372; recombinant LYPLA2; inhibition, % at 5.9 µM; actives 0.38% (n = 320,000); AID 2177, 2009;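 active = inhibition above the screen-wide mean plus 3 SD, limit set per campaign, cut at about 26% in these data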;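 note: 0% = LYPLA2 with DMSO and 100% = wells lacking LYPLA2 enzyme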
Target sequence (O95372 whole entry, looked up): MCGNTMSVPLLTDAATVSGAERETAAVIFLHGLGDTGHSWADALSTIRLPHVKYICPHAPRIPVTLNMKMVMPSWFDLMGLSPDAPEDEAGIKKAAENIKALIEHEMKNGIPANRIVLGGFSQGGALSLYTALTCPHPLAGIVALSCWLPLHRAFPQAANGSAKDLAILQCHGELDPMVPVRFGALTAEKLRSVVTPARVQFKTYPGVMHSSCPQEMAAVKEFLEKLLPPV
pPAFAH FP inh: pPAFAH enzyme inhibitors, primary screen, biochemical, fluorescence polarization, human; AID 463082, 2010; actives 1.5% (n = 330,000); Platelet-activating factor acetylhydrolase (Homo sapiens), Q13093; recombinant pPAFAH, FP-rhodamine probe fluorescence polarization; inhibition, % at 3.39 µM;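 active = inhibition above the mean inhibition across the screen plus 3 SD, cut at about 25% in these data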;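 note: inhibitors block binding of the rhodamine activity-based probe so polarization drops; 0% = enzyme with DMSO and 100% = wells lacking pPAFAH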
Target sequence (Q13093 whole entry, looked up): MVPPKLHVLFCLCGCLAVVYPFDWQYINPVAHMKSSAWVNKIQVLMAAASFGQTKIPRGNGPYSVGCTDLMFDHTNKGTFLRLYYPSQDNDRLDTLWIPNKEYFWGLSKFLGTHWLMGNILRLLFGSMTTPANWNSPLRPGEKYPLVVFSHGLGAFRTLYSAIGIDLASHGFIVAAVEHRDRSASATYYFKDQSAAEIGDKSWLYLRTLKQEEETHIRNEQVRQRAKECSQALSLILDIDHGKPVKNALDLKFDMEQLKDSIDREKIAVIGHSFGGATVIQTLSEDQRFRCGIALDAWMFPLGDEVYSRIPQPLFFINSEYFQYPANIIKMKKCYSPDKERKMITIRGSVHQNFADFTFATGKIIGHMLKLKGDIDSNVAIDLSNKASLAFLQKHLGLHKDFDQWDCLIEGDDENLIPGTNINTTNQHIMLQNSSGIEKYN
GSTO1 inh: inhibitors of recombinant GSTO1, primary screen, counter-screen for RBBP9 inhibitor project, biochemical, fluorescence polarization; activity-based probe fluorescence polarization; inhibition, % at 5.96 µM; actives 1.1% (n = 300,000); AID 1974, 2009;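 active = inhibition above the campaign mean inhibition plus 3 SD, cut at about 35% in these data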;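 note: 0% = GSTO1-1 with DMSO and 100% = wells lacking GSTO1-1 enzyme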
PAFAH1B2 FP inh: PAFAH1B2 enzyme inhibitors, primary screen, biochemical, fluorescence polarization, human; Platelet-activating factor acetylhydrolase IB subunit alpha2 (Homo sapiens), P68402; recombinant PAFAH1B2, FP-rhodamine activity probe; inhibition, % at 3.39 µM; actives 1.2% (n = 340,000); AID 492953, 2010;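 active = inhibition above the mean of all tested compounds plus 3 SD, cut at about 24% in these data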;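 note: 0% = enzyme with DMSO and 100% = wells lacking PAFAH1B2; many of its hits are not listed in these tables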
Target sequence (P68402 whole entry, looked up): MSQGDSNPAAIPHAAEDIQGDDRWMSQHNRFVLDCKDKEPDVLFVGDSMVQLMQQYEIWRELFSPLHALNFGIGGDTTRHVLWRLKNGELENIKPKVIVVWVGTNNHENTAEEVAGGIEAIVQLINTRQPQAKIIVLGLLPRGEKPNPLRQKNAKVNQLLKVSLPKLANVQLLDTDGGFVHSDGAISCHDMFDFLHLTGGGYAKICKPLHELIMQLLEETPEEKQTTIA
LYPLA1 inh: LYPLA1 inhibitors, primary screen, counter-screen for PME1 inhibitor project, biochemical, fluorescence polarization, FP-Rh probe ABPP. inhibition, % at 5.9 µM. Acyl-protein thioesterase 1 (Homo sapiens), O75608. actives 0.16% (n = 320,000). recombinant LYPLA1. AID 2174, 2009;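 active = inhibition above the mean of all tested compounds plus 3 SD, set per campaign, cut at about 14% in these data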;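 note: inhibitors block serine hydrolase probe labeling of LYPLA1 so polarization falls; 0% = enzyme with DMSO and 100% = wells lacking LYPLA1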
An asterisk follows results filed as active; . = not tested or not shown. Only part of the results is shown, so the mix of outcomes need not match the whole.

SMILES	PAD4 FP inh	PME-1 inh	PREPL inh	PAFAH1B3 FP inh	LYPLA2 counter	pPAFAH FP inh	GSTO1 inh	PAFAH1B2 FP inh	LYPLA1 inh
COc1ccccc1/C=C1\SC(=S)N(NS(=O)(=O)c2ccc(C)cc2)C1=O	-6	-8	3	11	-5	3	5	0	-6
O=C(CNc1cccc(F)c1)N1CCc2ccccc2C1	5	4	11	-1	1	1	10	-2	-5
Cn1c(-c2ccccc2)c(/C=N/NC(=O)c2cccnc2)c2ccccc21	-2	0	17	5	-3	12	-2	-1	0
CC(=O)Nc1cccc(C(=O)OCc2ccccc2)c1	6	2	8	4	10	6	-2	3	-2
COc1ccc(NC(=O)Nc2cccc3c2O[C@H](CN(C)S(=O)(=O)c2c(C)noc2C)[C@@H](C)CN([C@H](C)CO)C3=O)cc1	-2	.	33	5	.	0	.	4	.
CCCC(c1nnnn1CS(=O)(=O)c1ccc(C)cc1)N1CCN(C2CCCC2)CC1 (configuration not stated)	3	-1	4	0	-3	3	5	5	0
O=c1ccc(=O)n(-c2ccccc2)[nH]1	7	5	1	-1	4	-1	-4	-4	0
CC(C)Oc1ccc(Cl)cc1Nc1nc(NCCO)nc(N2CCCC2)n1	-1	11	10	2	-7	9	-6	8	0
Cc1ccc(NC(=O)CN2C(=O)NC(C)(CC(C)C)C2=O)cc1F (configuration not stated)	-3	.	15	-3	.	1	.	1	.
Cc1ccc(-c2cc3nc(C)cc(C)n3n2)cc1	1	2	5	5	3	0	2	3	1
CN(C(=O)COC(=O)c1ccc2c(c1)OCCO2)c1ccccc1	-1	-3	1	-3	1	5	4	3	1
COc1ccc(CC(=O)N2CCC(c3ccccc3)C2)cc1 (configuration not stated)	-1	-3	6	8	6	2	3	4	3
COC(=O)CN(C(=S)Nc1ccc(Cl)cc1)C1CC(=O)N(c2ccc(OC)cc2)C1=O (configuration not stated)	-2	-2	7	8	-3	3	5	-2	-3
COc1ccc(CNC(=O)CN2CCC(n3nnc4cc(F)ccc43)CC2)cc1	-3	10	19	12	-3	5	-1	2	2
CN(C)C(=O)N1CCC(C(=O)NCc2cccs2)CC1	0	-2	-3	1	0	-2	-3	-4	0
O=C(CCNS(=O)(=O)c1cccc2nsnc12)N1CC(=O)N(CCc2ccccc2)C(=O)C1	-4	-3	15	2	1	6	5	3	-4
N#Cc1ccc(NC(=O)COC(=O)CCc2ccc(S(=O)(=O)N3CCCCC3)cc2)cc1	3	6	2	6	2	8	6	2	4
O=C(O)CSc1nnc(Nc2ccccc2)n1-c1ccccc1	-2	1	2	8	0	5	2	4	-2
COc1cc(C(=O)OCC(=O)NC2CC2)ccc1OCCC(C)C	0	3	11	5	9	15	.	-4	2
COc1ccc(Cl)cc1NC(=O)CCS(=O)(=O)c1ccc(C)cc1	0	-3	-2	-2	4	-3	1	3	-1
COc1ccc(NC(=O)CN2C(=O)NC(C)(c3ccc4c(c3)OCO4)C2=O)cc1S(N)(=O)=O (configuration not stated)	4	.	11	4	.	0	.	0	.
N#CCCN(C(=O)COC(=O)c1ccc(S(=O)(=O)N2CCCCCC2)cc1)c1ccccc1	-3	3	9	3	8	6	3	9	1
COc1cc2c(cc1OC)CN(CC(=O)Nc1ccc3c(c1)OCO3)CC2	-5	-3	11	7	5	0	13	-2	4
N#C/C(=C1/CCCCCN1)c1nnc2n1CCCCC2	-2	3	15	-2	1	-6	0	6	-3

In a second layout: results already given.
canonical_smiles | PAD4 FP inh | PME-1 inh | PREPL inh | PAFAH1B3 FP inh | LYPLA2 counter | pPAFAH FP inh | GSTO1 inh | PAFAH1B2 FP inh | LYPLA1 inh
N#Cc1ccc(NC(=O)COC(=O)CCc2ccc(S(=O)(=O)N3CCCCC3)cc2)cc1 | 3 | 6 | 2 | 6 | 2 | 8 | 6 | 2 | 4
CN(C)C(=O)N1CCC(C(=O)NCc2cccs2)CC1 | 0 | -2 | -3 | 1 | 0 | -2 | -3 | -4 | 0
O=C(CCNS(=O)(=O)c1cccc2nsnc12)N1CC(=O)N(CCc2ccccc2)C(=O)C1 | -4 | -3 | 15 | 2 | 1 | 6 | 5 | 3 | -4

Later entries:
SMILES	PAD4 FP inh	PME-1 inh	PREPL inh	PAFAH1B3 FP inh	LYPLA2 counter	pPAFAH FP inh	GSTO1 inh	PAFAH1B2 FP inh	LYPLA1 inh
Cc1ccc(C(=O)COC(=O)CN2C(=O)C3C4CCC(C4)C3C2=O)cc1[N+](=O)[O-] (configuration not stated)	6	1	6	1	-3	5	10	2	3
COc1cc(OC)cc(C(=O)N2CCCc3ccccc32)c1	-6	0	-3	-1	-3	2	-3	0	-1
C=CCn1c(SCc2cc(C(C)=O)ccc2OCC)nc2ccccc2c1=O	2	-4	-13	-3	0	-5	-1	1	-2
CCN(C(=O)COC(=O)c1ccccc1SCC(=O)NC1CCCCCCC1)C1CCS(=O)(=O)C1 (configuration not stated)	1	-4	-4	2	0	1	10	10	-3
COc1ccc(Nc2ncnc3c2cnn3Cc2ccccc2)cc1	-1	7	3	-3	3	1	4	7	-3
O=C(NCCN1CCCC1)c1ccc2c(c1)N(Cc1ccccc1)C(=O)c1ccccc1S2(=O)=O	-5	-2	1	1	0	-4	-1	6	-2
CCCCNC(=O)COC(=O)c1ccc(NC(C)=O)cc1	0	-4	20	8	1	4	2	5	-2
COc1ccc(CNC(=O)C2CCCN(S(=O)(=O)c3c(C)n[nH]c3C)C2)cc1 (configuration not stated)	-1	-6	2	-7	-1	4	10	3	-1
CCCOc1ccccc1NC(=O)Nc1ccccc1Cl	-10	-4	-6	5	-1	2	6	1	-3
COc1ccc(CCNC(=O)CSc2ccccn2)cc1	0	0	-5	1	-8	-1	-1	3	1
Cc1cnc(NC(=O)Cc2c[nH]c3ccccc23)s1	-7	-1	20	-9	-9	2	2	6	-4
CCOC(=O)C1CCCN(S(=O)(=O)c2c(C)[nH]c(C)c2C(=O)N2CCCC2)C1 (configuration not stated)	-4	2	2	2	2	4	-3	2	-2

4 of the compounds above, as comma-separated lines:
Compound,PAD4 FP inh,PME-1 inh,PREPL inh,PAFAH1B3 FP inh,LYPLA2 counter,pPAFAH FP inh,GSTO1 inh,PAFAH1B2 FP inh,LYPLA1 inh
N#C/C(=C1/CCCCCN1)c1nnc2n1CCCCC2,-2,3,15,-2,1,-6,0,6,-3
Cc1ccc(C(=O)COC(=O)CN2C(=O)C3C4CCC(C4)C3C2=O)cc1[N+](=O)[O-] (configuration not stated),6,1,6,1,-3,5,10,2,3
COc1cc(OC)cc(C(=O)N2CCCc3ccccc32)c1,-6,0,-3,-1,-3,2,-3,0,-1
C=CCn1c(SCc2cc(C(C)=O)ccc2OCC)nc2ccccc2c1=O,2,-4,-13,-3,0,-5,-1,1,-2

Next entries:
SMILES	PAD4 FP inh	PME-1 inh	PREPL inh	PAFAH1B3 FP inh	LYPLA2 counter	pPAFAH FP inh	GSTO1 inh	PAFAH1B2 FP inh	LYPLA1 inh
CCCC(=O)Oc1c(S(=O)(=O)c2ccc(C)cc2)c(C)nn1C(C)(C)C	3	5	3	0	6	4	17	-5	0
Fc1cccc(NC(=S)NCc2ccccn2)c1	-2	-3	5	11	2	-3	0	1	-1
O=C1NCCOC(=O)[C@@H](Cc2ccc(F)cc2)CC/C=C/C[C@@H]1CC(=O)N(CCO)Cc1ccccc1	0	.	13	8	.	5	.	13	.
CCN(CC)c1ccc(/C=N/N2CCN(c3ccccc3OC)CC2)cc1	-1	-3	2	9	-8	5	6	2	-5
Cc1ccc(NC(=O)C(C)SCc2nc3sc4c(c3c(=O)[nH]2)CCCC4)nc1 (configuration not stated)	-1	-3	14	0	4	17	3	29*	2
CCOC(=O)c1sc(=NC(=O)COc2ccccc2)n(C)c1C	6	1	-2	7	0	0	1	0	2
C=CCNC(=O)/C(=C\c1cccc([N+](=O)[O-])c1)NC(=O)c1ccccc1	-1	0	5	10	1	1	-4	-7	1
CC(C)N1CCC2(CC1)Oc1ccc(Br)cc1C1CC(c3cccnc3)=NN12 (configuration not stated)	6	-5	8	1	0	-3	13	1	-2
Cc1c(Cl)cccc1NC(=O)NCc1ccc(F)cc1	0	0	-2	4	-1	1	0	2	-1
CCCn1c2ccccc2c2cnn(CC(=O)NC3CCN(Cc4ccccc4)CC3)c(=O)c21	-5	-1	-11	6	-1	3	1	3	-1
Cn1c(SCc2cccc(Br)c2)nnc1-c1ccncc1	-2	0	7	4	-1	1	-5	5	-3
COc1cc(/C=C2/N=C(c3ccccc3F)OC2=O)cc(Cl)c1OS(C)(=O)=O	-2	2	3	-1	-1	6	-7	2	-1
CCOC(=O)c1sc2nc(C)nc(Nc3ccccc3)c2c1C	1	-1	1	6	0	1	-2	5	2
CN(c1ccccc1)S(=O)(=O)c1ccc(C(=O)NCC2CCCO2)cc1 (configuration not stated)	-3	-1	1	-6	6	-3	3	11	3
CN(C(=O)CSc1nc2ccccc2s1)c1c(N)n(Cc2ccccc2)c(=O)[nH]c1=O	3	0	22	-1	6	1	12	4	2
CCS(=O)(=O)Nc1ccc(C(=O)CC2(O)C(=O)Nc3ccc(Br)cc32)cc1 (configuration not stated)	-5	1	5	-1	2	-2	6	0	-1
COc1cc(C(C2C(=O)CC(C)(C)CC2=O)C2C(=O)CC(C)(C)CC2=O)ccc1O	-4	0	2	9	3	-8	7	0	-4
Cc1nc(SCC(=O)N2CCNC2=O)c2ccccc2n1	7	.	12	14	.	2	.	-3	.
COc1cccc(N2CCN(CC(=O)NCc3cccs3)CC2)c1	-2	7	8	9	2	-1	9	5	-1
Cc1ccc(-c2csc3ncnc(N4CCc5ccccc5C4)c23)cc1	-1	-3	3	4	-5	6	1	5	-5
O=C(NCCN1CCCCCC1)c1ccc(CS(=O)(=O)c2ccc(Br)cc2)o1	-3	-4	20	-3	4	4	1	2	3
O=C(CSc1nc2c(sc3ccccc32)c(=O)n1Cc1ccco1)NCC1CCCO1 (configuration not stated)	-5	-1	-8	7	-1	3	-4	-5	0

Sorted by heavy-atom count (descending): three of the compounds above.
SMILES	PAD4 FP inh	PME-1 inh	PREPL inh	PAFAH1B3 FP inh	LYPLA2 counter	pPAFAH FP inh	GSTO1 inh	PAFAH1B2 FP inh	LYPLA1 inh
CCS(=O)(=O)Nc1ccc(C(=O)CC2(O)C(=O)Nc3ccc(Br)cc32)cc1 (configuration not stated)	-5	1	5	-1	2	-2	6	0	-1
CN(c1ccccc1)S(=O)(=O)c1ccc(C(=O)NCC2CCCO2)cc1 (configuration not stated)	-3	-1	1	-6	6	-3	3	11	3
Cc1nc(SCC(=O)N2CCNC2=O)c2ccccc2n1	7	.	12	14	.	2	.	-3	.
